High-throughput results deposited in PubChem BioAssay by Broad Institute.
esBAF inh = blocks esBAF chromatin remodeling in mouse ES cells | Bmi1-luciferase knock-in reporter, 24 h; 100% = twice the neutral-well signal | reporter increase, % at 12.5 µM | hit rate 2% among 350,000 | AID 602393; in the data active means activation above about 40%;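 further: 0% = median of the plate's neutral control wells and 100% = double that signal; a rise in the Bmi1 reporter signal indicates esBAF inhibition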
RAD54 branch = RAD54 (human) branch migration inhibition; Q92698; RAD54 Holliday junction branch migration, FAM/BHQ fluorescence; inhibition, % at 10.4 µM; hit rate 0.14% among 360,000; AID 602329;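 active means mean normalized replicate activity at least 40 and at least half of replicates scoring 40 or more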;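 further: 0% = median of neutral control wells and 100% = median of positive control wells; inhibitors cause a drop in the FAM fluorescence signal; in these data hits start at about 50%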
Target sequence (Q92698 whole entry, looked up): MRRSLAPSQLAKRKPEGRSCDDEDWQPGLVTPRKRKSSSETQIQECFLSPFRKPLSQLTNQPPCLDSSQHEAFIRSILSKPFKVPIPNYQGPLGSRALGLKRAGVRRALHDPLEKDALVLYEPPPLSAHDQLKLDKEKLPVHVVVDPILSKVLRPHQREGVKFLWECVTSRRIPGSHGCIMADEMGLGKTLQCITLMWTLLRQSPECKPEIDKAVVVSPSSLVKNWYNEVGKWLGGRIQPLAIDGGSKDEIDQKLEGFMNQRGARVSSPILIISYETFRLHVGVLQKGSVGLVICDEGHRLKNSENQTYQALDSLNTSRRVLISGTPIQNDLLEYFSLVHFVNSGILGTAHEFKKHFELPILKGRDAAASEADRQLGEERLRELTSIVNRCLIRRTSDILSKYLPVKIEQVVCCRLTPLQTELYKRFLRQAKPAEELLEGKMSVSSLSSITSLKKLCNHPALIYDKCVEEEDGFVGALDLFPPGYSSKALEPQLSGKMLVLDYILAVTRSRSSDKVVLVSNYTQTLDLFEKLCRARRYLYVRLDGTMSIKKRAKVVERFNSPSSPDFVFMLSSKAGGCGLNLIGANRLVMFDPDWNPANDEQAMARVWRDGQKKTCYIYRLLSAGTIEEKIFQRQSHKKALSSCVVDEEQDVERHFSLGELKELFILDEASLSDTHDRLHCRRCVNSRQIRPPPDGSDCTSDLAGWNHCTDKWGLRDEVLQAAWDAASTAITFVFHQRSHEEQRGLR
ARNT-TACC3 inh = disrupts binding between human ARNT and TACC3 | Q9Y6A5 | AlphaScreen His-ARNT PAS-B/GST-TACC3 binding, luminescence; TACC3 fragment carries E629A point mutation | inhibition, % at 9.99 µM | hit rate 0.66% among 390,000;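 active means mean inhibition of replicates at least 50% and at least half of replicates each reaching 50%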;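 further: 0% = complete ARNT plus TACC3 wells and 100% = ARNT alone without TACC3; many hits fall short of the cut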
An asterisk follows results filed as active; & = joins results of further samples. Some of the compounds tested. The share of hits here may be higher or lower than overall.

Compound,ARNT-TACC3 inh,esBAF inh,RAD54 branch
COc1cc(Cl)cc(C2NC(=O)NC(C)=C2C(C)=O)c1OCC(=O)O (stereo unspecified),6,-6,3
CCOC(=O)CCc1c(C)c2ccc(OCc3nn[nH]n3)cc2oc1=O,0,1,-3
Cc1cccc(Oc2ncc(-c3ccc(Cl)cc3)cn2)c1C,3,12,7
Cc1nc(N2CCN(c3ccccc3)CC2)nc2c1C(=O)CCC2,-1,4,5
O=C(O)c1c(Cl)c(Cl)c(Cl)c(Cl)c1C(=O)N1CCOCC1,-10,-6,-3
O=C(CCCCCN1C(=O)CCC1=O)Nc1ccc(Br)cc1F,-2,-8,-3
COc1cc2c(N3CCOCC3)cc(O)c(CC(=O)Nc3ccccc3)c2cc1OC,-8,-6,-1
Oc1ccc(NCc2ccccc2OCc2ccccc2F)cc1,15,15,0
COC(=O)CSc1nsc(SCC(=O)OC)n1,10,11,-2
CCN(CC)C(=O)CN(c1cc2c(cc1OC)oc1ccccc12)S(=O)(=O)c1ccc(C)cc1,11,-12,6
CN(C)c1cccc2c(S(=O)(=O)N3CCOCC3)cccc12,-22,-3,0
O=C(O)c1cc2n(n1)C(C(F)(F)F)CC(c1ccco1)N2 (stereo unspecified),-5,-6,-4
O=C(CN1C(=O)NC2(CCCC2)C1=O)Nc1nc(-c2ccc(F)cc2)cs1,-3,1,-13
O=C(c1ccccc1)N(Cc1ccccc1)c1ccccn1,-5,-2,-1
CCOc1nc(-c2ccccc2)ccc1-c1noc(COc2ccccc2)n1,-4,-10,-1
COc1ccc(C)cc1S(=O)(=O)Nc1cccc(Cl)c1,0,-1,13
CC(C)(C)c1nn(-c2ccccc2)c2nc(Cl)c(C=O)cc12,-3,7,3
COc1ccc(Oc2nnc(-c3ccc(C)cc3)c3ccccc23)cc1,-3,3,2
O=C(NCc1cccnc1)c1c[nH]c2cc3c(cc2c1=O)OCCO3,-2,62*,-12
COc1ccc2nc(C)cc(N/N=C/c3ccccc3)c2c1,4,-86,30
CCn1ncc(CN2CCN(C(=O)Nc3ccccc3C(=O)OC)CC2)c1C,2,11,4
c1ccc2[nH]c(-c3ccnc4ccccc34)nc2c1,-2&3,27&27,-2&1
Cc1ccc(Sc2c([N+](=O)[O-])ncn2C)cc1,-3,-6,5
CCOC(=O)N1CCC(NC(=O)C(NS(=O)(=O)c2ccc3c(c2)CCN3C(C)=O)C(C)C)CC1 (stereo unspecified),-7,0,7
CC1CCc2nc(NC(=O)Cc3cccs3)sc2C1 (stereo unspecified),2,58*,6
CC1Cc2ccccc2N1C(=O)C12CCC(C)(C(=O)C1)C2(C)C (stereo unspecified),8,2,-7
CCCCN(CC)CCCNC(=O)CS(=O)(=O)Cc1nc(-c2cccc(OC)c2)oc1C,0,-4,-1
COc1ccc(N(C(=O)Cc2cccs2)C(C(=O)NC2CCCCC2)c2cccn2C)cc1OC (stereo unspecified),6,3,2
O=C(O)c1cccc(NC(=O)c2ccc3c(c2)C(=O)N(CC2CCCO2)C3=O)c1 (stereo unspecified),-3,-6,8
COc1ccc(/C=C2\CCc3ccccc3C2=O)cc1Cn1cccn1,2,13,7
CCOCCCN(CCC#N)S(=O)(=O)c1ccc(S(=O)(=O)N2CCCC2)cc1,-10,-6,3
Nc1nc(NC(=O)Cc2ccccc2)nn1-c1ccccc1,48*,10,-1
CC1CCN(c2cc(N3CCOCC3)c(F)cc2[N+](=O)[O-])CC1,1,13,-2
COC(=O)CN(c1ccc(C)cc1)S(=O)(=O)c1ccc2c(c1)n(C)c(=O)c(=O)n2C,-1,-3,2
O=C(CN1CCN(S(=O)(=O)c2ccc(Cl)cc2)CC1)Nc1ccc2c(c1)OCO2,9,-1,2
O=C1N=C(N2CCCC2)S/C1=C\c1ccccc1,-3,16,9
Cc1ccc(C(C(=O)NC(C)(C)C)N(C(=O)c2csnn2)c2cccc(F)c2)o1 (stereo unspecified),-2,-3,-19
N#C/C(=C\c1ccc(Cl)cc1Cl)c1n[nH]c(Cn2cncn2)n1,-4,-15,-8
O=S(=O)(Cc1ccccc1)N1CCC(N2CCN(c3ccccc3)CC2)CC1,-3,-4,2
Cc1nnc(Sc2c(-c3ccccc3)c3ccc(Cl)cc3[nH]c2=O)s1,-6,-6,6
CC(C)C(=O)N1CCN(c2ccccc2NC(=O)Cc2ccc(Cl)cc2)CC1,-3,4,14
Cc1csc(OCc2ccc(C#N)cc2)n1,-3,-8,-5
COc1ccc(OCC(=O)Nc2ccc3c(c2)nc(CCN2CCOCC2)n3C)cc1,-5,3,4
O=S(=O)(Nc1ccc(C(F)(F)F)cc1)c1cnc[nH]1,-16,-11,-3
CCOC(=O)c1c(C)c(C#N)c2c3ccccc3ccn12,-21,13,1
CCCC(=O)N1CCN(c2ccc(NC(=O)c3ccccc3)cc2)CC1,2,4,-24
CCN(CC)CCNC(=O)c1ccc2c(c1)ncn2C1CCCCC1,0,-8,2
COc1ccc(N2CCN(C(=O)COc3ccc4c(C)c(C)c(=O)oc4c3C)CC2)cc1,2,2,-6
CCCCNC(=O)CSc1nc2ccccc2c(=O)n1CC1COc2ccccc2O1 (stereo unspecified),-7,-9,4
COc1ccc(OC)c(NC(=O)c2cc3ccccc3o2)c1,1,17,-7
c1ccc(Cn2nnc3c(N4CCCC4)ncnc32)cc1,31,-2,-7
CN(Cc1ccccc1)C(=O)CC(c1ccccc1)c1cc(Cl)ccc1O (stereo unspecified),-4,-4,-3
COC(=O)Cc1c(O)ccn(Cc2ccc(F)cc2)c1=O,-9,1,0
COc1ccc2nc(N3C(=O)CC(Cc4cc(C)cc(C)c4)C3=O)sc2c1 (stereo unspecified),-4,3,4
O=C(COc1ccc(F)cc1Br)N1CCc2ccccc21,-8,24,-4
COC(=O)c1cc(S(=O)(=O)Nc2cccc(-c3cnco3)c2)oc1C,6,7,3
C/C(=C\c1ccccc1)CN1CCC(C(=O)N2CCC(C)CC2)CC1,-4,10,0
COc1nnc(-c2ccc(N3CCOCC3)c(NC(=O)c3ccc(C)cc3)c2)c2ccccc12,4,1,1
CCOC(=O)CN(C(=O)Cn1nnc2ccccc21)C(C(=O)NCCOC)c1ccccc1C (stereo unspecified),-3,-6,-13
COc1ccc(S(=O)(=O)N2CCC(C(=O)Nc3ccc4c(c3)OCCO4)CC2)cc1OC,-2,-4,-3

The results go on.
Compound,ARNT-TACC3 inh,esBAF inh,RAD54 branch
CC1(C)CC(=O)c2cnc(NCc3ccco3)nc2C1,-7,12,0
O=C(NCC(c1cccnc1)N1CCN(c2ccccc2)CC1)c1ccc2c(c1)OCO2 (stereo unspecified),-1,24,3
Cn1c(=O)[nH]c(=O)c2c1nc(Br)n2CCOc1ccccc1,-3,-10,1
O=C(COC(=O)C12CC3CC(CC(C3)C1)C2)Nc1ccc(OC(F)F)cc1,-13,3,-4
O=C(COc1ccccc1)NCCSCc1ccco1,18,6,-5
c1ccc(Cc2nnc3sc(-c4ccc5c(c4)OCO5)nn23)cc1,-20,0,-5
CC(Sc1cccc(C(F)(F)F)c1)C(=O)NC(N)=O (stereo unspecified),1,-6,1
O=C(NCCc1ccccn1)c1cc(C(=O)C2CCCCC2)c[nH]1,-9,10,3
O=C(Nc1ccc(Br)cc1F)c1ccncc1,-6,22,-2
CN(CC(=O)N1CCCc2c1c(=O)oc1ccc(O)cc21)Cc1ccccc1,4,-9,1
Cc1noc2ncnc(Oc3ccc(F)cc3)c12,-23,-2,-5
CCN(Cc1ccncc1)S(=O)(=O)c1ccc(C(C)=O)cc1,9,-4,-1
COc1ccccc1C(=O)N1CC2(C)CC1CC(C)(C)C2 (stereo unspecified),-14,-10,-19
COCCCn1c(SCc2cccc(C(F)(F)F)c2)nc2cc(OC)c(OC)cc2c1=N,-8,-1,-3
CNc1nc(C)c(C#N)c(-c2ccccc2)c1C(C)=O,1,-2,-1
Cn1ncc(C#N)c1/N=C/N1CCCCCC1,-12,-9,-1
N=C1/C(=C\c2ccc(SCc3ccco3)o2)C(=O)N=C2SC=NN12,2,17,-18
COc1ccc(NC(=O)CSc2nc3ccccc3c(=O)n2-c2ccc3c(c2)OCO3)c(OC)c1,0,-4,6
Cc1onc(-c2c(F)cccc2Cl)c1C(=O)Nc1c(C)n(C)n(-c2ccccc2)c1=O,-1,-1,-3
CCc1ccc(-c2cn(-c3nc(C)cc(C)n3)c(=N)o2)cc1,10,2,-2
CCN(CCNC(=O)C1CCN(Cc2nc(-c3ccc(Cl)cc3)oc2C)CC1)c1ccccc1,4,-10,2
CCCCS(=O)(=O)/C=C\C1C2C=CC(C2)C1S(=O)(=O)CCCC (stereo unspecified),-2,-9,-12
Cc1ccc(S(=O)(=O)N(C)CCCC(=O)n2nc(C)cc2C)cc1,-2,-8,-12
CN1C(=O)NC(NC(=O)c2ccncc2)(C(F)(F)F)C1=O (stereo unspecified),-1,-5,-4
CCCN1C(=O)SC(CC(=O)Nc2ccc(Br)cc2)C1=O (stereo unspecified),3,-2,-3
CCS(=O)(=O)c1ccc2oc(SCC(=O)NC3CCCC(C)C3C)nc2c1 (stereo unspecified),1,2,1
CCCCOC(=O)CSCC(=O)Nc1cc(C)on1,2,-13,-17
O=C1NCCN1C(=O)c1ccccc1F,-6,-3,-7
Cc1sc(NC(=O)CSc2nnnn2C2CCCCC2)c(C#N)c1C,0,5,-4
COc1ccc(-n2ncc3c(=O)n(CC(=O)N4CCCc5ccccc54)cnc32)cc1,7,2,2
NC(=S)N/N=C/c1cc([N+](=O)[O-])ccc1OCCOc1ccccc1,-6,9,-1
CCC(C(=O)NC1CCCC1)N(C(=O)Cn1nnc(-c2ccc(C)cc2)n1)C1CCCC1 (stereo unspecified),4,6,0
CC(C)CCn1cnc2c(NCc3ccccc3)ncnc21,0,46*,-4
COc1ccc(N2C(=O)CS/C2=C\[N+](=O)[O-])cc1,-1,-3,-4
CCC(=O)Nc1cccc(Br)c1,-7,2,0
CC(=O)Nc1ccc(S(=O)(=O)N2CCC(c3nnc(-c4ccc(C)cc4)o3)CC2)cc1,4,3,4

Reprinted at random: two entries already listed.
Compound,ARNT-TACC3 inh,esBAF inh,RAD54 branch
NC(=S)N/N=C/c1cc([N+](=O)[O-])ccc1OCCOc1ccccc1,-6,9,-1
CC(C)CCn1cnc2c(NCc3ccccc3)ncnc21,0,46*,-4

The list continues.
Compound,ARNT-TACC3 inh,esBAF inh,RAD54 branch
Cc1c(C#N)c2ncn(Cc3ccccc3)c(=O)c2n1-c1ccccc1,-10,-2,2
Cc1ccc(C)c(-n2nnnc2SCC(=O)NCCC2=CCCCC2)c1,-4,2,-9
Cn1cccc1CC(=O)N/N=C\c1cccs1,-1,14,3
COCCN(Cc1cc2cc3c(cc2nc1Cl)OCO3)C(=O)Nc1ccccc1OC,-1,-2,0
CC(C)Cn1c(SCC(=O)c2ccc(Cl)s2)nnc1-c1ccco1,4,11,-6
CN1CCN(C(=O)c2ccc(C(C)(C)C)cc2)CC1,-7,7,-12
CCOC(=O)c1ccc(NC(=O)Cn2nnc(-c3ccc(F)cc3)n2)cc1,-3,2,-2
COc1cc(C(=O)N2CCC(C(=O)Nc3cccc(C(C)=O)c3)CC2)cc(OC)c1OC,-4,-23,-5
COCC(C)NC(=O)COc1ccc(Cl)cc1Cl (stereo unspecified),-5,2,-6
Cc1ccc(CSc2nc3c(c(=O)[nH]2)C(c2ccncc2)C2=C(CCCC2=O)N3)cc1 (stereo unspecified),9,10,-7
Cc1c(C(=O)Nc2ccccc2-c2ccccc2)cccc1[N+](=O)[O-],8,-5,-15
CCCCNc1nnc(SCC(=O)N2CCN(S(=O)(=O)c3ccc4ccccc4c3)CC2)s1,-2,3,-29

Quoted from the listing.
RAD54 branch with `CCCCOC(=O)CSCC(=O)Nc1cc(C)on1` → -17
esBAF inh with `O=C(COc1ccc(F)cc1Br)N1CCc2ccccc21` → 24
esBAF inh with `Cc1nc(N2CCN(c3ccccc3)CC2)nc2c1C(=O)CCC2` → 4
RAD54 branch with `Cc1sc(NC(=O)CSc2nnnn2C2CCCCC2)c(C#N)c1C` → -4
RAD54 branch with `COc1nnc(-c2ccc(N3CCOCC3)c(NC(=O)c3ccc(C)cc3)c2)c2ccccc12` → 1

(list continues)
Compound,ARNT-TACC3 inh,esBAF inh,RAD54 branch
CC(=O)c1nn(-c2cccc(Cl)c2)cc1C(=O)c1ccco1,-2,13,-2
Cc1sc2nc(SCC(=O)NCc3ccco3)n(Cc3ccccc3)c(=O)c2c1C,-5,1,7
COc1ccc(N2CC(C(=O)Nc3ccccc3C(=O)NCc3ccco3)CC2=O)cc1 (stereo unspecified),1,0,4
Cc1cc(=O)[nH]c(SCc2cccc(Br)c2)n1,1,-3,10
O=S(=O)(/N=C(\Nc1ccc(F)cc1)C(F)(F)F)c1ccccc1,1,9,-7
O=S(=O)(NCCOCC(F)(F)F)c1ccc2oc3ccccc3c2c1,-1,1,-17
COc1ccccc1OCCC(=O)OCC(=O)Nc1ncc(Cl)cc1Cl,-8,2,1
c1ccc(-n2nnnc2Oc2ccc(-c3nnco3)cc2)cc1,-4,4,-4
CN(C(=O)c1ccccc1)c1ccc(OCC(=O)NC2CCS(=O)(=O)C2)cc1 (stereo unspecified),-3,1,-7
